# NCI-60 one-dose screen, 48 h, at 10 µM unless noted. Numbers give growth in % (100 = growth as untreated, 0 = no growth, -100 = all killed).
# SF-268: SF-268 CNS cancer cells | 82,000 tested, 3.1% active | AID 1794759
# SNB-19: SNB-19 CNS cancer cells; 81,000 tested, 2.5% active; AID 1794751
# KM12: KM12 colon cancer cells. 82,000 tested, 5% active
# SF-295: SF-295 CNS cancer cells; 79,000 tested, 5.6% active
# HCT-116: HCT-116 colon cancer; 82,000 tested, 7.3% active; AID 1794798
# SF-539: SF-539 CNS cancer | 81,000 tested, 6.8% active | AID 1794752
# SNB-75: SNB-75 CNS cancer | 79,000 tested, 5% active | AID 1794750
# U251: U251 CNS tumor cells; 80,000 tested, 5.4% active; AID 1794753
# HCC-2998: HCC-2998 colon cancer. 79,000 tested, 4.7% active. AID 1794799
# Numbers without * were called inactive; . = no result given; & = joins results of further samples; [ ] = remark or other dose. Rule for the calls: active = growth percent below 10; inactive = the rest.
SMILES,SF-268,SNB-19,KM12,SF-295,HCT-116,SF-539,SNB-75,U251,HCC-2998
FC(F)(F)c1ccc(-c2cnc(-c3nn[nH]n3)nc2NC2CCCCCC2)cc1,48[50 µM],41[50 µM],42[50 µM],.,33[50 µM],64[50 µM],94[50 µM],34[50 µM],61[50 µM]
NC(=O)c1cc(Cl)ccc1O,103,104,103,104,105,101,92,93,92
CC1=NN(c2ccccc2C)C(=O)C1,105,106,110,101,97,102,.,100,107
Cc1cc2oc3c(c2c(=O)[nH]1)C(=O)c1ccccc1C3=O,114,110,105,95,103,107,115,97,121
CN1CCN(CCCCCN=c2cc3c(=O)n(CCCCCN4CCN(C)CC4)c(=O)c4c(NCCCCCN5CCN(C)CC5)cc5c(O)n(CCCCCN6CCN(C)CC6)c(=O)c2c5c4-3)CC1,-2.3*,3.8*,2.7*,36,2.2*,10,-8.4*,2.4*,29
O=C1C[C@H](Sc2nc(-c3ccc(F)cc3)cc(C(F)(F)F)n2)[C@H]2CO[C@@H]1O2,101,.,101,109,76,103,98,99,105
Cn1cc(-c2[nH][nH]c(=O)c2-c2cn(C)c3ccccc23)c2ccccc21,91,106,92,104,101,102,51,95,106
Nc1[nH]nc2c1-c1nc3ccccc3n1C(Nc1ccccc1)N2 (centres undefined),102,90,102,97,103,93,98,100,107
COc1ccc2nc3cc(Cl)ccc3c(Cl)c2c1,82&87,89&93,73&88,99&109,30,93&93,102,66&104,116
COC1C(O)CC(OC2CC(OC3CC(O[C@@H]4C(=O)c5c(cc6cc(OC7CC(OC8CC(O)C(O)C(C)O8)C(O)C(C)O7)c(C)c(O)c6c5O)CC4[C@H](OC)C(=O)C(C)=O)OC(C)C3O)OC(C)C2O)OC1C (some centres undefined),2.3*,11,13,0.9*,4.5*,-21*,-81*,1.2*,-14*
O=C(Nc1ncccn1)c1ccc([N+](=O)[O-])cc1,104,102,105,103,102,101,100,102,101
COc1ccc(Nc2nc(/N=C/c3ccc(O)cc3)n[nH]2)cc1,113,106,110,107,110,100,98,102,116
C[C@@H]1O[C@@H](O[C@H]2[C@@H](OC(=O)[C@]34CCC(C)(C)C[C@H]3C3=CC[C@@H]5[C@@]6(C)C[C@H](O)[C@H](O[C@@H]7O[C@H](CO)[C@@H](O)[C@H](O)[C@H]7O)[C@@](C)(CO)[C@@H]6CC[C@@]5(C)[C@]3(C)C[C@H]4O)OC[C@@H](O)[C@@H]2O)[C@H](O)[C@H](O[C@@H]2OC[C@@H](O)[C@H](O[C@@H]3OC[C@](O)(CO)[C@H]3O[C@@H]3OC[C@@H](O)[C@H](O)[C@H]3O)[C@H]2O)[C@H]1O[C@@H]1OC[C@](O)(CO)[C@H]1O,86,81,66,62,46,86,93,42,-1.7*
COc1ccc(Cl)cc1NC(=O)c1cc2c(n1C)-c1nc(N)sc1CCC2,89,92,87,97,65,99,98,82,96
COc1ccc(/C=C2\CN(C)CC3C2=NN(CCO)C3c2ccc(OC)c(OC)c2)cc1OC (centres undefined),92,107,90,.,101,93,88,95,103
CNC(=O)C(C(=O)OC)c1ccccc1 (centres undefined),97,99,94,98,107,108,100,103,100
Cc1cc(NCc2cn(-c3ccc(C(F)(F)F)cc3)nc2-c2ccc(C(=O)O)cc2)ccc1F,86,71,67,76,71,92,.,65,111
O=C(CN1C(=O)CN(/N=C/c2ccc([N+](=O)[O-])o2)C1=O)c1ccc(Cl)cc1,94,91,103,99,92,95,.,98,102
O=C(CSc1nnc(-c2ccc(Cl)cc2)n1-c1ccccc1)Nc1ccc(F)cc1,80,60,82,66,46,60,117,6.7*,100
O=C(Cc1ccccc1)Nc1nnc(NC2CCN(c3nnc(NC(=O)CC4CC4)s3)CC2)s1,91,107,67,57,82,91,109,87,97

# Seven structures from above, ordered by length of the SMILES, highest first:
SMILES,SF-268,SNB-19,KM12,SF-295,HCT-116,SF-539,SNB-75,U251,HCC-2998
CN1CCN(CCCCCN=c2cc3c(=O)n(CCCCCN4CCN(C)CC4)c(=O)c4c(NCCCCCN5CCN(C)CC5)cc5c(O)n(CCCCCN6CCN(C)CC6)c(=O)c2c5c4-3)CC1,-2.3*,3.8*,2.7*,36,2.2*,10,-8.4*,2.4*,29
O=C(Cc1ccccc1)Nc1nnc(NC2CCN(c3nnc(NC(=O)CC4CC4)s3)CC2)s1,91,107,67,57,82,91,109,87,97
FC(F)(F)c1ccc(-c2cnc(-c3nn[nH]n3)nc2NC2CCCCCC2)cc1,48[50 µM],41[50 µM],42[50 µM],.,33[50 µM],64[50 µM],94[50 µM],34[50 µM],61[50 µM]
COc1ccc(Nc2nc(/N=C/c3ccc(O)cc3)n[nH]2)cc1,113,106,110,107,110,100,98,102,116
Nc1[nH]nc2c1-c1nc3ccccc3n1C(Nc1ccccc1)N2 (centres undefined),102,90,102,97,103,93,98,100,107
O=C(Nc1ncccn1)c1ccc([N+](=O)[O-])cc1,104,102,105,103,102,101,100,102,101
COc1ccc2nc3cc(Cl)ccc3c(Cl)c2c1,82&87,89&93,73&88,99&109,30,93&93,102,66&104,116

# Next part:
SMILES,SF-268,SNB-19,KM12,SF-295,HCT-116,SF-539,SNB-75,U251,HCC-2998
O=C1NC2(Nc3ccccc31)C(=O)Nc1c(Cl)cc(Cl)cc12 (centres undefined),97,104,100,101,99,100,80,104,104
Nc1ccccc1NC(=O)c1ccc(CN2CCC/C(=C\c3ccccn3)C2=O)cc1,25,38,25,-3.0*,5.7*,27,15,24,31
CC1=COC(C)(C2NC(C)(C)CC(C)O2)CC1 (centres undefined),107,104,100,107,112,113,91,112,107
COc1ccc(S(=O)(=O)n2ccc(-c3ccc4c(c3)CCC(C)(C)O4)n2)cc1OC,85,87,71,63,61,97,85,79,79
Cc1ccc(C(=O)N=c2n(-c3ccccc3)nc3n2CCN3C2=NCCN2)cc1,93,95,105,100,71,101,82,93,108
CCO/C=N/C1=C(C#N)C(c2ccc(OC)cc2)c2c(c3ccccc3n(C)c2=O)O1 (centres undefined),99,101,103,101,102,99,78,103,106
O=C(NCCCNc1cc(-c2cn(-c3ccccc3)nc2-c2cccc(O)c2)ccn1)Nc1cccc(C(F)(F)F)c1,39,43,11,-15*,23,27,45,33,-35*
C=CCCCC(OC(=O)CCCCCCC)c1ccc(C(OC(=O)CCCCCCC)c2cccnc2)o1 (centres undefined),100,102,114,88,101,94,115,93,.
COc1ccc(/C(=C/c2cc(OC)c(OC)c(OC)c2)c2nn[nH]n2)cc1OC,98,99,100,96,76,96,93,89,109
Cc1cnc(NC2CCC(=O)N2)s1 (centres undefined),98,109,101,103,99,102,98,101,98
COc1cc(C2Nc3ccccc3-n3cccc32)cc(OC)c1OC (centres undefined),89,94,90,.,86,.,110,84,105
COc1ccc(C(=O)c2cc(OC)c(OC)cc2C(=O)O)cc1OC,100,112,107,100,98,106,102,107,95
CC(C)(C)C(=O)/C=c1/[nH]c(=O)/c(=C/c2ccc(O)cc2)s1,102,88,69,109,83,72,64,91,98
COc1ccc2[nH]cc(-c3nc(-c4c[nH]c5c(Cl)nccc45)cs3)c2c1,73,64,33,12,36,35,54,17,69
CN(C)CCC(O)(Cc1ccccc1)c1ccccc1 (centres undefined),.,112,.,103,103,103,102,.,87
C[C@]12CC[C@@H]3c4ccc(O)cc4C[C@@H](O)[C@H]3[C@@H]1CC[C@@H]2O,109,108,111,112,105,97,88,96,118
COC(=O)c1[nH]nc2c1C1(C(=O)Nc3ccc(OC(F)(F)F)cc31)C(C#N)=C(N)O2 (centres undefined),99,100,101,104,104,99,91,99,101
NNC(=O)CSc1nc2ccccc2c(=O)n1Cc1ccc(S(N)(=O)=O)cc1,95,101,103,102,102,100,100,105,107
CCCCCCOC(=O)Nc1ccc(OCC)cc1,102,115,102,109,96,112,122,103,99
Cc1ccc2cc(/C=C3\SC(=Nc4ccc(S(N)(=O)=O)cc4)NC3=O)c(Cl)nc2c1,101,96,97,105,106,96,122,98,105
CCOC(=O)C1=NN(c2ccccc2)C(=O)/C1=C\N1C(=S)NC(=O)/C1=C\c1cccc([N+](=O)[O-])c1,94,104,97,108,95,98,84,90,100
O=C(O)CCN1CCN(CCC(=O)O)CC1,103,111,103,112,103,101,105,91,105
CC(=O)N1N=C(c2ccc(Br)cc2)CC1c1sc(N(C)Cc2ccccc2)nc1Cl (centres undefined),91,101,91,94,90,105,84,94,104
O=C(/C(=C/c1ccccc1)CBr)c1ccccc1,84,91,89,95,36,83,49,79,108
O=C(O)CCCCC1SCC2NC(=O)NC21 (centres undefined),110&108,102&112,102&107,110&111,108&100,102&103,95&108,98&105,109&105
Oc1cc(-[n+]2ccc3ccccc3c2)c(O)c2ccccc12,73,78,86,84,65,88,93,62,92
C=CCc1cc(Cl)ccc1OC(=O)Nc1cccc(Cl)c1,114,103,104,106,84,95,87,93,113
NS(=O)(=O)c1ccc(N/N=C(\CS(=O)(=O)c2ccccc2)c2cc3ccccc3o2)cc1,100,95,100,98,100,92,96,92,105
CC1=C2CC[C@]2(C)[C@@]2(O)C[C@](C)(CO)C=C2C1=O,97,103,104,103,100,95,101,106,111
N#CC1=C(/N=C/c2ccccc2)Oc2c(ccc3ccccc23)C1c1ccccc1 (centres undefined),31,24,19,3.8*,8.8*,1.3*,10,17,-12*
CC1=CC(=O)C(C(C)C)=CC1=O,99,102,104,101,102,99,101,103,108
COc1cccc2c1Cc1ccccc1-2,100,94,104,103,101,107,110,103,98
Nc1ccc(Cl)nc1,93,99,83,102,89,95,90,103,109
CSCC[C@H](NC(=O)[C@H](Cc1c[nH]c2ccccc12)NC(=O)[C@H](C)NC(=O)OC(C)(C)C)C(=O)N[C@@H](CC(=O)O)C(=O)N[C@@H](Cc1ccccc1)C(N)=O,103,109,117,106,107,114,94,102,102
O=P(c1ccc(F)cc1)(c1ccc(F)cc1)c1ccc(F)cc1,110,106,107,99,100,100,86,100,115
COc1ccc(C2C(C(=O)Nc3ccc(F)cc3)=C(C)Nc3ncnn32)cc1 (centres undefined),104,99,108,94,100,103,95,100,100
CCCCCCCCNC(=O)/C(=C\c1ccc2c(c1)OCO2)NC(=O)c1ccccc1,99,94,102,101,103,114,88,89,106
CC1(c2ccccc2)NC(=O)N(CC(=O)Nc2ccc(C(=O)/C=C/c3ccc(Br)cc3)cc2)C1=O (centres undefined),31,57,-28*,37,-70*,40,42,15,10
C#CC#CC#CC#CC#CC#CC#CC#CC[C@H]1OC[C@H](COC(=O)O[C@@H](C(=O)O[C@H]2C[C@@]3(O)[C@@H](OC(=O)c4ccccc4)[C@@H]4[C@]5(OC(C)=O)CO[C@@H]5C[C@H](O)[C@@]4(C)C(=O)[C@H](OC(C)=O)C(=C2C)C3(C)C)[C@@H](NC(=O)c2ccccc2)c2ccccc2)O1,62,50,18,45,15,40,38,38,38
CS(=O)(=O)OC(C(O)CO)C(OS(C)(=O)=O)C(O)CO (centres undefined),104,94,105,95,86,92,79,96,91
COc1c(/C=N/N=c2sc(C(C)=O)nn2-c2ccc([N+](=O)[O-])cc2)c(O)cc2oc(C)cc(=O)c12,95,93,102,96,93,96,93,97,110
CCSC(SCC)C(O)C(O)C(O)CO (centres undefined),111,94,116,97,100,100,80,.,99
COc1ccccc1Nc1ccc2c(O)cc(S(=O)(=O)O)cc2c1,106,109,103,123,106,102,87,104,103
Cc1ccc(NC(=O)Nc2nc(N)n(-c3ccc(S(N)(=O)=O)cc3)n2)cc1,95,100,100,100,105,107,86,96,107
c1ccc(-c2cccc(-c3ccccn3)n2)nc1,20,28,28,19,6.6*,5.9*,49,15,19
O=C1OC(c2ccccc2)(N(Nc2ccccc2)c2ccccc2)c2ccccc21 (centres undefined),103,94,84,107,87,127,92,80,102
O=C(/C=C/c1ccccc1F)c1cccc(OCCCOc2cccc(C(=O)/C=C/c3ccccc3F)c2)c1,98,100,101,95,104,99,82,102,107
COc1ccc(/C=C/c2nc3ccccc3nc2NNC(=O)Nc2cccc(Cl)c2)cc1,64,72,74,123,78,84,98,63,91
O=C1c2c(c3c4cccnc4[nH]c3c3ccc4ccccc4c23)C(=O)N1O,38,30,50,92,27,40,101,15,77
CCSc1nc(N)c(Br)c(Sc2nc(N)nc3nc[nH]c23)n1,85,94,98,94,97,88,82,92,115
C(=N\Nc1ncc(-c2cc3cc4c(cc3o2)OCO4)s1)/c1ccco1,39,54,16,85,-14*,7.0*,51,37,63
COc1ccccc1-n1cc(C#N)c(N)c1C(=O)c1ccc(Cl)cc1,85,69,58,79,63,92,62,92,68
S=c1[nH]nc(-c2ccc3c(c2)OCO3)n1-c1cccnc1,102,99,103,96,105,107,87,97,120
O=C(C[n+]1ccccc1)c1ccc(-c2ccccc2)cc1,106,114,109,119,103,105,99,98,103
CCCCNC(=O)NS(=O)(=O)Cc1ccccc1,107,114,109,116,112,101,95,96,110
CCN(CC)CCNC(=O)c1ccc(-c2nc3ccc4[nH]ncc4c3c3c2CCCC3)cc1,59,85,46,80,24,61,54,55,84
CC(C)CC(Nc1nc(-c2ccccc2)cs1)c1cn(C)c2ccccc12 (centres undefined),85,81,76,69,60,71,133,75,91
CC(=O)Oc1ccc(C2=Cc3ccc(OC(C)=O)cc3OC2C)cc1 (centres undefined),58,85,39,70,38,28,49,43,78
Cc1ccc(S(=O)(=O)N2CCc3ccc(O)c4c3C2Cc2cc(Cl)ccc2-4)cc1 (centres undefined),62,84,31,85,71,58,49,30,.
CC1=C(I)[C@@]2(CCCO)c3cc4c(cc3CC[C@@]2(C)[C@@H]1C)[nH]c1ccccc14,67,86,55,72,61,94,.,74,82
Cc1ccc(-c2cn3cc([N+](=O)[O-])ccc3n2)cc1,77,92,91,101,70,91,77,86,88
Cn1cc(-c2csc(-c3c[nH]c4ccc(Br)cc34)n2)c2ccnc(Cl)c21,87,82,51,62,50,68,85,33,83
